Measles CPE – protection of cells from measles virus | AID 841 | Measles virus-infected cells, CPE protection, absorbance | 140,000 tested, 1.5% active | protection (pct of control), % at 4 µM; in the data active means protection mostly above about 24%, no sharp cut-off; inactive means mostly below about 26%; further: some compounds called inactive have numbers as strong as hits
NPY Y2 blocker – antagonists of human neuropeptide Y receptor Y2 | AID 793 | 140,000 tested, 0.99% active | NPY-Y2 expressing cells, antagonist mode | P49146 | inhibition, % at 2.7 µM; in the data active means inhibition above about 17%;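 further: 0% = vehicle with agonist challenge and 100% = reference antagonist with challenge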
Target sequence (P49146 whole entry, looked up): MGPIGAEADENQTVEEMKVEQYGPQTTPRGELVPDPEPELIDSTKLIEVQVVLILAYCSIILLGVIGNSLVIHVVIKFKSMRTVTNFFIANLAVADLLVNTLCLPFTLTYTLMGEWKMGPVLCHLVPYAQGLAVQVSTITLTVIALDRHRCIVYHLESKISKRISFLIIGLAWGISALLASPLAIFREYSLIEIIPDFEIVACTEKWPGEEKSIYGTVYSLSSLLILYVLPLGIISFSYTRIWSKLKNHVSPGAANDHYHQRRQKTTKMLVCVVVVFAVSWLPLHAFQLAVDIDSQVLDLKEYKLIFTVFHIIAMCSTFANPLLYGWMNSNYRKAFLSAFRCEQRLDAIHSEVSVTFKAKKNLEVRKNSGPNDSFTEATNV
HCT116 bCat-KO – beta-catenin-lacking colon tumor cell growth suppression; 140,000 tested, 1.5% active; AID 818; viability, % at 10 µM; HCT116 beta-catenin knockout viability, CellTiter-Glo, 60 h; hits give low values;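 active means viability at or under a set limit, the compound median less 4 SD, cut at about 6% in these data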;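 further: 0% = Hyamine 1622 control at 20 µM and 100% = untreated cell control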
Yeast lifespan up – extends the lifespan of yeast | inhibition of the nicotinamide effect, % at 10 µM | 130,000 tested, 0.68% active | S. cerevisiae growth with nicotinamide, OD615; deaD strain in restrictive glucose medium;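 active means inhibition above a set limit, placed 3 SD over the median of all compounds, cut at about 26% in these data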;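 further: 0% = nicotinamide-treated wells and 100% = cells grown without nicotinamide; some compounds called inactive have numbers as strong as hits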
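System: DeaD-strain S. cerevisiae / Buffer or medium: CSMM-D, restrictive glucose (dextrose) synthetic minimal medium / Probe or stimulus: nicotinamide, 1.5 mM, co-present with compound / Compound: one concentration, 10 µM, DMSO 0.25% / Incubation: 48 h compound exposure at 30 °C, humidified / Technique: optical density (absorbance) at 615 nm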
Phagocyt inh – macrophage phagocytosis inhibition. 110,000 tested, 0.07% active. AID 1029. J774A.1 macrophage IgG-bead phagocytosis, imaging. inhibition, % at 5 µM;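 active means inhibition above the mean of the plate negative controls plus 5 SD, cut at about 13% in these data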;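 further: phagocytic index as fraction of beads internalized from green versus red external bead signal; plate controls were DMSO negative control for no effect and cytochalasin-D positive control for full effect; some results beyond the cut were filed as inactive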
PTEN del growth – suppresses growth of cells with PTEN deletion; AID 827; 140,000 tested, 1.2% active; viability, % at 10 µM; HCT116 PTEN-null viability, CellTiter-Glo, 60 h; hits give low values;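 active means viability at or below a set limit, 4 SD under the median of all tested compounds, cut at about 3.7% in these data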;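 further: PTEN knockout HCT116 line with beta catenin targeted HCT116 as companion control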
MRP1 act – MRP-1 activation; H69AR cells + doxorubicin, viability rescue, CellTiter-Glo; viability increase, % at 10 µM; AID 799; 140,000 tested, 0.61% active;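 active means viability gain under doxorubicin at or above a set limit, the compound median plus 3 SD, cut at about 4.7% in these data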;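 further: MRP-1 overexpressing cells given doxorubicin 25 µM after compound pretreatment; 18-22 h compound pretreatment then 72 h with doxorubicin before readout; 0% = doxorubicin-only wells and 100% = vehicle-treated cells without doxorubicin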
GALR2 blocker – GALR2 (human) receptor antagonism. AID 828. 140,000 tested, 0.39% active. inhibition, % at 4 µM. O43603. GALR2-expressing cells, antagonist mode; in the data active means inhibition above about 27%;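 further: cells stimulated with galanin 1-16 at roughly its EC80; 0% = agonist challenge control and 100% = basal control without agonist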
Target sequence (O43603 whole entry, looked up): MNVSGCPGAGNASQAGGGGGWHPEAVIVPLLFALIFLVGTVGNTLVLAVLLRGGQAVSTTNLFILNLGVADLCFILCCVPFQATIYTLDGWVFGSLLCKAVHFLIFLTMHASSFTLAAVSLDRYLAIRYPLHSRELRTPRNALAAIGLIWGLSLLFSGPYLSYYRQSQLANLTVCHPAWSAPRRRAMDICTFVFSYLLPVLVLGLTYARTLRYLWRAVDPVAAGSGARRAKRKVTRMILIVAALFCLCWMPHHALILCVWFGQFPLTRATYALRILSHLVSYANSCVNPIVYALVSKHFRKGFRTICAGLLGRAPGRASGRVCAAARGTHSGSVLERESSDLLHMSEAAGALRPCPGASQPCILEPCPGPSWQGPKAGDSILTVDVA
E-sel TNF inh – TNF alpha driven E-selectin expression inhibition. inhibition, % at 2 µM. 120,000 tested, 0.71% active. HUVEC TNFa-induced E-selectin immunofluorescence, high content;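 active means inhibition above the batch mean plus 3 SD, and confirmed as a hit on visual image review, cut at about 43% in these data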;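 further: 0% = TNF-stimulated DMSO wells and 100% = unstimulated control wells; not every result past the cut was called active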
BB579 growth dn – chemicals that inhibit yeast BB579 growth in restrictive medium (lifespan-shortening candidates); 140,000 tested, 0.51% active; AID 804; S. cerevisiae BB579 growth, OD615, 48 h; inhibition, % at 10 µM;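 active means inhibition above a set limit, 3 SD over the mean compound inhibition, cut at about 44% in these data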; further: inactives centre near -24
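System: DeaD yeast strain BB579; buffer or medium: CSMM-D dextrose restrictive medium; technique: OD at 615 nm; schedule: 4 h cell preincubation, 48 h compound exposure, 30 °C humidified; doses: single 10 µM dose; controls: amphotericin B 10 µg/mL, positive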
Active calls of the source: *; . = no result given.

SMILES	Measles CPE	NPY Y2 blocker	HCT116 bCat-KO	Yeast lifespan up	Phagocyt inh	PTEN del growth	MRP1 act	GALR2 blocker	E-sel TNF inh	BB579 growth dn
COC(=O)c1cc(OC)c(OC)cc1NC(=O)C1CCC(=O)N1S(=O)(=O)c1ccc(C)cc1 (centres undefined)	9.8	13.0	86.3	-13.7	-1.3	90.4	-0.9	-13.7	-5.3	-7.1
Cc1oc(-c2ccc(Cl)cc2)nc1CN1CCC(C(=O)NCc2cccnc2)CC1	.	1.9	81.2	-9.7	-1.4	82.0	-1.1	2.7	4.5	-79.9
c1ccc2c(-n3cccn3)cccc2c1	38.8*	0.8	104.0	-17.1	-0.1	118.3	-0.3	1.6	-6.8	-72.5
COc1ccc2oc(-c3ccc(C)c(NC(=O)CSc4ccc(Cl)cc4)c3)nc2c1	5.1	-0.8	96.3	-7.3	1.7	87.1	-3.1	-8.6	6.0	-51.5
CCN(CC)CCNC(CC(=O)Nc1ccc(Cl)cc1Cl)C(=O)O (centres undefined)	14.8	3.2	95.9	.	.	86.1	-0.3	-1.6	-7.3	4.2
Cc1[nH]nc(SCC(=O)N2CCCCC2)c1[N+](=O)[O-]	1.6	-2.7	98.2	2.1	-1.6	96.6	-1.7	-11.1	14.9	3.4
CCOc1ccccc1N(CC(=O)Nc1ccc(C)cc1)S(C)(=O)=O	12.7	3.1	94.9	0.9	0.7	96.6	-1.0	1.9	-20.3	-44.2
COc1ccc(NC(=O)CCC(=O)c2cccs2)cc1S(=O)(=O)Nc1ccc(Cl)cc1	9.5	2.3	47.5	6.4	.	50.3	1.3	4.2	-19.6	-38.5
CC(OC(=O)C1=COCCO1)C(=O)Nc1ccc(Oc2ccccc2)cc1 (centres undefined)	6.8	-1.7	97.4	-14.4	0.9	92.3	-3.4	11.4	5.9	-34.4
CCOC(=O)c1[nH]c(C)c(C(=O)N(C)Cc2ccccc2)c1C	-0.1	4.8	92.6	-4.9	-1.4	95.5	-1.4	-3.5	-6.2	-23.2
COc1ccc(N2CCN(C(=O)Cc3nn(C)c(=O)c4ccccc34)CC2)cc1	2.5	2.8	98.6	-8.1	0.0	94.9	-0.2	-0.7	-9.5	-30.1
O=C(Nc1nnc(COc2ccccc2)s1)c1ccco1	44.7*	3.5	110.6	-12.2	-2.1	96.0	-0.8	-8.0	-18.5	-40.4
Cc1cc(C)n(-c2ccc(C(=O)OCn3nnc4ccccc4c3=O)cc2)n1	15.5	1.8	95.6	-5.5	0.1	97.2	-0.4	-12.2	-16.4	5.1
COC(=O)C12CCC3(SCCS3)C(C(=O)OC)(CCC13SCCS3)C2	6.9	2.6	91.3	14.1	-7.6	95.5	0.2	12.6	.	-3.3
O=C(Nn1cnnc1)c1ccccc1-c1ccccc1	8.4	-0.4	97.6	-1.8	-0.5	106.6	-0.6	-5.0	.	-34.5
Cc1cc(-c2nnc(SCC(=O)c3ccc(F)cc3)o2)no1	22.6	2.8	99.0	-3.5	-3.7	103.4	-1.0	4.4	.	6.4
CCCCOC(=O)Nc1ccc(S(=O)(=O)Nc2nc(C)cc(C)n2)cc1	6.6	1.3	92.7	-4.0	-2.8	99.8	-0.6	3.4	2.1	-24.2
O=C(CCn1cccc1)NCCc1ccc(Cl)cc1	2.6	2.3	83.9	-15.3	0.0	83.3	0.3	-4.1	.	-27.1
CC(=O)Nc1cccc(Oc2nc(C)cc(C)c2C#N)c1	3.0	1.0	99.1	-10.6	-0.7	80.7	0.6	-0.1	.	3.2
CCOC(=O)/C=c1\s/c(=C\c2c(OC)ccc3ccccc23)c(=O)n1CC(=O)NCC1CCCO1 (centres undefined)	2.9	9.7	10.8	-11.4	-0.6	14.1	-1.4	8.1	-1.0	-85.7
O=C(CN1CCN(CCC(=O)Nc2ccccc2F)CC1)Nc1ccc(Cl)cc1	18.3	2.4	83.6	-6.6	2.4	87.5	0.0	5.1	.	-10.4
Cc1cccc(OCCCC(=O)NC(C)C)c1	15.2	0.2	88.0	-23.5	.	97.0	-1.2	5.1	17.5	-14.8
O=C(NC1CCCC1)C(c1ccccn1)N(C(=O)c1csnn1)C1CC1 (centres undefined)	85.7*	2.6	118.4	-23.9	-0.1	98.4	-3.6	-3.6	-7.6	-26.0
NC(=O)C[C@H]1NC(=O)[C@H](CCC(=O)O)NC(=O)c2cc([N+](=O)[O-])cc(I)c2NCCC[C@@H](C(N)=O)NC1=O	8.9	1.9	102.8	0.5	.	98.8	0.5	8.3	-8.6	-26.7
CC1(C)Cc2noc(N)c2C(C)(C)N1OC(=O)c1scc2c1OCCO2	2.9	6.7	98.1	-1.6	-0.9	99.8	-4.0	-7.0	-37.2	-11.3
SMILES	Measles CPE	NPY Y2 blocker	HCT116 bCat-KO	Yeast lifespan up	Phagocyt inh	PTEN del growth	MRP1 act	GALR2 blocker	E-sel TNF inh	BB579 growth dn
O=C(NCc1cccnc1)c1cccc(C(F)(F)F)c1	18.9	1.2	90.3	-2.0	-0.4	93.8	0.8	-2.7	-26.4	-48.7
CCCC(=O)Nc1nc(-c2ccc3c(c2)CCN3S(C)(=O)=O)cs1	1.2	-0.9	87.9	-10.3	.	88.8	-0.3	3.2	19.0	-34.2
COC(=O)c1sccc1NC(=O)CN(C)NS(=O)(=O)c1ccc(Cl)cc1	43.6*	2.4	99.4	-16.6	.	95.9	-4.7	9.6	2.4	3.5
Cc1ccc(S(=O)(=O)CC(=O)NC2CC2)cc1	3.5	-2.2	104.6	6.8	.	100.3	-0.3	-2.3	-2.0	-25.7
N#CC(C#SN)=C1CCCCC1	29.9	-1.8	111.8	-12.4	0.4	92.8	-2.8	4.4	-7.7	-16.4
N#CCn1c(C2CCCCC2)nc2ccccc2c1=O	4.8	-0.3	81.1	-23.4	-0.5	92.4	-4.2	-2.8	11.8	-15.8
Cc1ccc2oc(-c3ccc(NC(=O)CC(C)C)cc3)nc2c1	4.2	-2.2	86.0	-23.3	-0.2	102.4	-1.8	-9.6	-6.4	-8.1
CNC(=O)CCC(=O)Nc1ccc(C(=O)OC)cc1	4.9	-1.5	98.9	-1.6	1.9	96.9	-1.1	10.7	-6.6	-19.6
Cc1cnc(NC(=O)CN2CCN(c3ccccn3)CC2)s1	23.9	1.2	76.8	-12.0	.	68.4	0.3	-1.5	-14.5	1.7
CCCC(=Nc1ccccc1OC)C1=C(O)CC(c2ccccc2)CC1=O (centres undefined)	1.7	2.6	97.7	58.7*	-4.2	85.0	-3.2	-19.5	17.7	-20.0
CCNC(=S)NNC(=O)c1csc2c1CCCC2	16.6	12.9	95.6	-3.4	0.5	95.2	-0.2	4.8	-10.4	-15.1
COC(=O)C(NC(C)=O)(Nc1nc2c(C)cc(C)cc2s1)C(F)(F)F (centres undefined)	3.1	2.7	38.3	-2.5	-0.2	31.9	-4.0	6.5	4.8	-34.4
N#Cc1nc(COc2ccc(Br)cc2)oc1NCCCn1ccnc1	12.8	7.3	67.7	-11.4	-0.7	67.0	-4.1	14.3	-2.2	9.7
CC(C)CCNC(=O)C1CCCN1C(=O)NC1CCCCC1 (centres undefined)	23.7	2.4	98.8	.	.	100.3	2.8	-12.9	22.5	-40.9
OC(Cn1cncn1)(c1ccccc1)c1ccccc1	30.2	2.3	102.8	-17.5	0.1	87.8	-3.6	-9.4	10.7	91.5*
Cn1c(N)c(C(=O)c2ccc(F)cc2F)c(=O)n(C)c1=O	16.9	-0.7	94.9	40.4*	-0.6	91.7	0.0	5.4	22.9	-19.6
O=C1C2C3CC(C(Br)C3Br)C2C(=O)N1c1ccccn1 (centres undefined)	23.5	13.0	105.2	1.3	.	92.6	-1.7	-8.4	-9.2	-16.8
CCCc1cc(C(=O)Nc2cc(C)nn2-c2ccccc2)no1	8.0	4.3	100.2	-7.2	0.1	113.2	-0.9	10.4	.	-52.3
Cc1nc(NC(C)c2ccccc2)c2oc3ccccc3c2n1 (centres undefined)	3.8	7.8	27.7	-10.7	-2.8	38.0	-0.2	17.4	-50.6	-55.0
COc1ccc(Nc2nccc3c2nnn3C)cc1	11.8	0.9	92.3	-5.9	-0.8	102.4	-0.9	15.3	-11.6	-75.8
Cc1ccccc1C(=O)N1CCC(C(=O)O)CC1	1.5	2.6	99.9	-5.2	-1.2	100.3	-1.5	-20.9	8.0	-51.0
CCOC(=O)N1CC=C2C(C#N)=C(N)C(C#N)(C#N)[C@H](c3ccccc3OCC)[C@H]2C1	28.8	3.4	91.8	-7.8	-0.1	88.7	-0.8	-6.5	0.2	-3.5
CN1CCN(C2=C(Cl)C(=O)N(c3cccc(Cl)c3)C2=O)CC1	3.7	-0.4	98.8	-19.1	-0.6	99.0	-1.8	-1.0	4.8	-32.8
CCSC1=C(C#N)C(c2ccccc2OC)CC(=O)N1 (centres undefined)	1.6	0.4	92.3	-0.4	.	94.4	-2.9	-0.8	-10.3	-6.1
CN(C)/C=C1/N=C(c2ccccc2)OC1=O	-0.1	0.0	97.3	-13.8	-1.0	108.7	-0.2	3.7	9.9	-10.4
SMILES	Measles CPE	NPY Y2 blocker	HCT116 bCat-KO	Yeast lifespan up	Phagocyt inh	PTEN del growth	MRP1 act	GALR2 blocker	E-sel TNF inh	BB579 growth dn
CC(C)[C@H](NS(=O)(=O)c1ccc2c(c1)OCCO2)C(=O)OCC(=O)Nc1cc(Cl)ccc1Cl	11.5	5.6	84.1	-2.5	-9.2	71.2	-1.9	7.8	.	-15.6
Cc1cccc(-c2cc(C(=O)NCCCn3ccnc3)c3ccccc3n2)c1	12.7	-0.6	95.3	-0.7	1.3	98.8	-1.6	2.1	-83.5	-75.2
Cc1cc2c(C)nc(-c3ccccc3)nc2o1	12.1	2.5	87.5	-7.3	0.0	84.4	-1.6	2.8	-10.7	-7.7
OCCCCNc1cccc2ccccc12	22.9	1.0	97.0	-21.7	-1.7	78.7	-3.2	12.1	.	-61.9
CCOC(=O)Cn1c(=O)c2c(nc3n2CCCCN3c2ccc(C)cc2)n(C)c1=O	9.4	3.0	82.2	1.4	-2.8	83.5	-1.5	5.0	.	-34.9
NNC(=O)Cn1c(SCc2ccccc2)nc2ccccc21	3.0	21.9*	87.7	3.5	-1.5	88.7	-1.7	2.6	9.6	-31.4
Cc1noc(/C=C/c2ccco2)c1S(=O)(=O)N1CCC(C(=O)NCc2ccco2)CC1	3.7	4.5	89.9	-15.4	-1.0	82.0	-4.7	-6.1	.	-25.4
COc1ccc(N2CCN(C(=O)CCNS(=O)(=O)c3cccs3)CC2)cc1	10.0	-0.3	103.5	-5.1	3.0	99.3	-2.4	2.4	20.2	-38.4
NS(=O)(=O)c1ccc(CCNc2ncnc3c2c(-c2ccccc2)cn3-c2ccc(F)cc2)cc1	17.1	-0.6	74.0	-13.8	-0.3	36.0	-2.3	-11.7	30.6	-21.9

Assay outcomes as filed in PubChem.
